Screening results from PubChem BioAssay.
MBD2 DNA inh: inhibitors of human MBD2 binding to methylated oligonucleotide. TR-FRET. inhibition, % at 4.4 µM. 370,000 compounds, 0.31% hits; in the data active = inhibition above about 13%
GC-A act: GC-A (human) enzyme activation; HEK293 GC-A cells, cGMP TR-FRET, EC30 ANP; 0% at EC30 ANP, 100% saturating ANP; activation, % at 10 µM; 370,000 compounds, 0.14% hits; AID 1671463; P16066; in the data active = activation above about 40%
HTRA1 inhibitor: inhibitors of human serine peptidase HTRA1. recombinant HTRA1, FP-rhodamine activity-based probe, fluorescence polarization. Q92743. 340,000 compounds, 0.5% hits. inhibition, % at 5.96 µM; in the data active = inhibition above about 36%;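 note: 0% = enzyme with DMSO and 100% = wells lacking enzyme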
GC-B act: GC-B (human) receptor activation | HEK293-GC-B cells, CNP EC30, cGMP TR-FRET; 0% at EC30 CNP, 100% saturating CNP | activation, % at 10 µM | 370,000 compounds, 0.11% hits;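 active = activation at 10 µM reaching about 35% in either raw or pattern-adjusted values, limit read from the data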
TCR-CD3 inh: blocks the human TCR-CD3 interaction; inhibition, % at 9.4 µM; 360,000 compounds, 0.37% hits; TAMRA-labeled TCR probe fluorescence, biochemical; AID 651800; in the data active = inhibition above about 19%;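 note: recombinant mutant TCR 2C K166C tagged with TAMRA read by polarization; 0% = receptor in buffer alone and 100% = receptor with positive control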
rCAG binder: binds r(CAG) RNA repeats | 370,000 compounds, 1.3% hits | inhibition, % at 3 µM | AID 651821 | r(CAG) RNA repeat, TO-PRO-1 dye displacement fluorescence;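 active = inhibition above the plate cutoff, the mean of all test compounds on that plate plus 3 SD, cut at about 35% in these data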;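 note: 0% = DMSO alone and 100% = 100 µM mitoxantrone as full dye displacement; higher means more dye released from RNA so lower well fluorescence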
ABHD4 inh: inhibits mouse alpha/beta hydrolase domain 4; Q8VD66; inhibition, % at 8.92 µM; purified mABHD4, FP-Rh probe fluorescence polarization; 370,000 compounds, 0.54% hits;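 active = inhibition exceeding the mean over every tested compound plus 3 SD, cut at about 30% in these data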;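 note: 0% = plate median of compound wells and 100% = S159A mutant with DMSO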
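Material: mouse ABHD4 enzyme, wild type; Benchmarks: S159A mutant high control, sample median low control; Buffer or medium: HEPES pH 7.0, NaCl, Pluronic buffer; Signal: fluorescence polarization; Read-out: percent inhibition of probe binding, normalized to plate controls; Timing: pre-incubation 45 min, probe exposure 60 min, at 25 °C; Dosing: 8.92 µM, single dose.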
UHRF1 binding: human UHRF1 methylated DNA binding inhibitors. inhibition, % at 4.4 µM. UHRF1 binding to methylated oligo, TR-FRET. 370,000 compounds, 0.75% hits. Q96T88; in the data active = inhibition above about 21%;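 note: UHRF1 SRA domain binding a hemimethylated CpG hairpin DNA probe; 0% = median of test compound wells and 100% = reference inhibitor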
PRMT1 FP inh: inhibitors of human PRMT1; AID 652257; recombinant PRMT1, activity-based probe fluorescence polarization; 370,000 compounds, 1.3% hits; inhibition, % at 2.79 µM; Q99873;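 active = inhibition above about 21% made by adding two undisclosed values, limit read from the data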
Target sequence (Q99873 whole entry, looked up): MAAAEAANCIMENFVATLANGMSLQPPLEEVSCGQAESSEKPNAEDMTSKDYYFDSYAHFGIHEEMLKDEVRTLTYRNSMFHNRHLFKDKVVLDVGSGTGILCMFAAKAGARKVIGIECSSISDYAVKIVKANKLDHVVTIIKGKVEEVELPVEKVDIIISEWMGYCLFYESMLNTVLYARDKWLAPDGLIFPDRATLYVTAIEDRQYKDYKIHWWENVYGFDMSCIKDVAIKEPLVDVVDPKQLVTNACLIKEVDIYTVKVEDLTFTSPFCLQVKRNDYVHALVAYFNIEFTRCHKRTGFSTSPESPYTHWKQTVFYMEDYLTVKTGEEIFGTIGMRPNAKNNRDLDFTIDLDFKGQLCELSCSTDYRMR
SIAE inh: blocks human sialic acid acetylesterase | Q9HAT2 | SIAE FP-Rh probe binding, fluorescence polarization | inhibition, % at 9.66 µM | 370,000 compounds, 0.69% hits | AID 1053197;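 active = inhibition above a cutoff: mean of compounds within the control limits plus 3 SD of those, cut at about 17% in these data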;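 note: 0% = plate median of compound wells and 100% = probe without SIAE protein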
Target sequence (Q9HAT2 whole entry, looked up): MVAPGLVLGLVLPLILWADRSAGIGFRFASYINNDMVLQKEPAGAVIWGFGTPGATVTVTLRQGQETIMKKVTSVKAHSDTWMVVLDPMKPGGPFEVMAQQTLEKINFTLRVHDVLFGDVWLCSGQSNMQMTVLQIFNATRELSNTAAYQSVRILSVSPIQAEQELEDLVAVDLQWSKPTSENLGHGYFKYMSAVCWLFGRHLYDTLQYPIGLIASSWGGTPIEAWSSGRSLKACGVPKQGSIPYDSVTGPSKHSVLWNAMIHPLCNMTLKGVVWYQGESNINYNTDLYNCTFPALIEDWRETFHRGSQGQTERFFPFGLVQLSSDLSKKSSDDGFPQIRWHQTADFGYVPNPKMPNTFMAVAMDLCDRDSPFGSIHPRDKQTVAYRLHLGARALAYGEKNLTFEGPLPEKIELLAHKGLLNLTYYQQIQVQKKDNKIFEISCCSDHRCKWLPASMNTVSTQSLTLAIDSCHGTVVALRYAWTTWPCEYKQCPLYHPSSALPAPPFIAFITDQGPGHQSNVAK
* = called active by the depositor; · = not tested or not shown.

Value order: MBD2 DNA inh, GC-A act, HTRA1 inhibitor, GC-B act, TCR-CD3 inh, rCAG binder, ABHD4 inh, UHRF1 binding, PRMT1 FP inh, SIAE inh
CN1CCN(CCCNC(=O)Nc2ccc([N+](=O)[O-])cc2)CC1
    -2, -1, 3, 3, 2, 2, 5, -2, 1, 2
COCC(=O)N1CCN(C(=O)C(=O)c2cccc(C(F)(F)F)c2)CC1
    2, 0, ·, 1, -2, -2, -7, 4, 4, -8
CC(=O)Nc1ccc(SCC(=O)Nc2cc(C(C)(C)C)nn2-c2ccccc2)cc1
    2, -3, -7, -12, -1, -5, 1, 3, 3, 0
O=C1CCCN1CC1CCN(Cc2nc(CC3CC3)no2)CC1
    0, 2, 5, 3, 0, -2, -4, 1, -3, 2
CCOC(=O)c1c(N)sc(C(O)(C(F)(F)F)C(F)(F)F)c1-c1ccc(Cl)cc1
    -3, 5, 9, -3, -3, 3, -49, 2, 1, -9
COCCCNC(=O)CC1C[C@H](C(=O)N2CCCCC2)[C@@]2(C)c3[nH]c4ccccc4c3CCN2C1=O (stereo not given in full)
    4, 0, -1, -2, -5, -4, 3, 0, 0, 2
Cn1nccc1C(=O)OCC(=O)Nc1cccc(Cl)c1
    5, 2, -5, -2, -4, 0, 0, 1, 3, 0
CCC1S/C(=N/N=C/c2ccco2)NC1=O (stereo not given)
    0, -2, -4, 1, 6, 0, 6, -1, -3, 4
O=C(c1ccncc1)N1CCN(c2cccc(C(F)(F)F)c2)CC1
    4, 3, -3, 4, 4, -4, -3, 2, -3, 3
CSc1ccc(NC(=O)Nc2cccn(Cc3ccccc3)c2=O)cc1
    2, 3, -23, -4, 2, 3, 6, 0, -1, 12
CSCc1ccc(C(=O)Nc2cc(C)cc(C)c2)cc1
    2, -2, -23, 1, -4, -2, -19, 0, 4, 2
Cc1ccc(OCc2cc(C(=O)N3CCN(CC(=O)NC(C)C)CC3)no2)cn1
    -1, 4, 6, 1, 10, -4, -5, 0, 1, -5
CC1CCN(CCOCCOc2ccccc2-c2ccccc2)CC1
    2, -10, 7, -7, 3, -7, 2, 0, -1, -4
CCNS(=O)(=O)c1ccc(CCC(=O)NCc2cccnc2)cc1
    2, 2, -7, 4, 1, 1, -1, -3, -1, 0
Cc1ccccc1N/C(SCc1cccc(Br)c1)=C(/C#N)C(N)=O
    -2, -22, -9, -11, -4, 3, -2, -2, -1, 2
O=C(Cc1cccc(NC(=O)C2CCCN(C(=O)C3CCC3)C2)c1)Nc1cccc(C(=O)N2CCOCC2)c1 (stereo not given)
    3, -6, 8, 1, -9, -1, 3, 2, 2, -4
Cc1cc(C(=O)OCC(=O)Nc2ccc(S(N)(=O)=O)cc2)c2ccccc2n1
    0, -10, -6, 2, -4, 0, -3, 2, -5, -2
COC(=O)[C@]12C[C@H](CC(=O)NCc3ccc(OC)c(OC)c3)C(=O)N(CCC3=CCCCC3)C1=C[C@H](COCc1ccccc1)O[C@@H]2C
    -4, 3, ·, 2, 6, 6, -6, -1, 0, -5
N#CC(C#N)=C1CCc2ccccc2N1
    -3, 3, -1, -1, 6, 5, 4, -2, -1, 1
OC[C@@H]1[C@@H](c2ccc(F)cc2)C(c2ccccc2)=NN1c1ccccc1
    2, 7, 17, 0, 1, 3, -2, -2, 0, 6

Profiles, quoted from the list:
COC(=O)[C@]12C[C@H](CC(=O)NCc3ccc(OC)c(OC)c3)C(=O)N(CCC3=CCCCC3)C1=C[C@H](COCc1ccccc1)O[C@@H]2C is listed as MBD2 DNA inh = -4; GC-A act = 3; HTRA1 inhibitor = ·; GC-B act = 2; TCR-CD3 inh = 6; rCAG binder = 6; ABHD4 inh = -6; UHRF1 binding = -1; PRMT1 FP inh = 0; SIAE inh = -5
Cc1ccc(OCc2cc(C(=O)N3CCN(CC(=O)NC(C)C)CC3)no2)cn1 is listed as MBD2 DNA inh = -1; GC-A act = 4; HTRA1 inhibitor = 6; GC-B act = 1; TCR-CD3 inh = 10; rCAG binder = -4; ABHD4 inh = -5; UHRF1 binding = 0; PRMT1 FP inh = 1; SIAE inh = -5

Additional results follow:
Value order: MBD2 DNA inh, GC-A act, HTRA1 inhibitor, GC-B act, TCR-CD3 inh, rCAG binder, ABHD4 inh, UHRF1 binding, PRMT1 FP inh, SIAE inh
CC(=O)Nc1ccc(S(=O)(=O)N2CCSC2c2ccccc2)cc1 (stereo not given)
    -4, 0, 0, 3, 6, 1, -5, -2, 1, 4
COc1ccc(N(C)S(=O)(=O)c2c(C)[nH]c(=O)[nH]c2=O)c(OC)c1
    6, 2, 2, 3, -6, 1, -6, 7, 4, -4
Cc1nn(-c2ccccc2)c2sc(C(=O)NNC(=O)COc3cccc4ccccc34)cc12
    -2, -1, 0, -3, -5, 7, 1, -3, -1, -73
CCOc1ccc(C2CC(c3ccc(F)cc3)Nc3nc(N)nn32)cc1 (stereo not given)
    4, -1, 0, -3, 0, -1, 2, -3, -1, -1
CCOC(=O)/C(=C\Nc1ccc(OCc2ccccc2)cc1)NC(=O)c1ccccc1
    0, 2, ·, 8, 7, 4, 1, -5, 1, -1
Nc1ncc(N=Nc2cc(C(=O)O)ccc2Cl)s1
    -1, 0, 5, 0, 4, 10, 42*, 0, 26*, -3
O=C(OCc1cn(Cc2ccc(F)cc2F)nn1)N1CCOCC1
    1, -1, ·, 0, ·, 3, 2, 2, 8, 0
COc1ccc(S(=O)(=O)CCC(=O)N2CCN(c3cccc(Cl)c3)CC2)cc1
    2, -1, 1, -3, 2, -4, -8, 1, 2, -3
Cc1cc(C)n(CC(C)NC(=O)CCc2nnc(CCc3ccccc3)o2)n1 (stereo not given)
    -4, 3, 1, 4, 0, -6, 4, 0, 1, -1
COc1ccc(OC)c(NC(=O)CSc2ncccc2C(=O)O)c1
    0, 4, 4, 0, 0, 2, 17, -3, 2, 1
Cc1ccc(CN2C(=O)CCC2(C)c2nnnn2-c2c(C)cccc2C)cc1 (stereo not given)
    6, -2, ·, -3, 3, -1, 5, 10, -1, -6
CCOCCCN(C(=O)CNC(=O)c1ccco1)C(C(=O)NC1CCCC1)c1ccccc1C (stereo not given)
    -7, -4, 1, 2, -1, -3, 8, -3, 0, -7
CCOC(=O)c1c(C)n(C)c2ccc(OCC(O)Cn3nc(C)c(Br)c3C)cc12 (stereo not given)
    0, -1, -31, 2, 0, -1, -19, 3, -1, -5
Cc1onc(-c2ccccc2)c1C(=O)N1CCN(C(=O)C(=O)c2cccc(C(F)(F)F)c2)CC1
    7, 0, ·, 2, 5, -1, 7, 1, -3, 0
CC(=O)Nc1nnc(SCc2ccccc2F)s1
    0, 2, 1, -2, -8, -3, 3, 2, 2, -3
Cc1cc(C(C)(C)C)cc(C)c1S(=O)(=O)N1CC(=O)Nc2ccccc21
    5, -6, -19, -5, -8, -1, -10, 1, 8, -5
COc1cc(/C=C(/NC(C)=O)C(=O)O)cc(Cl)c1OCc1ccc(Br)cc1
    1, 1, -10, 8, -3, 24, 2, 3, -2, 5
CCN(CC)c1ccc(-n2c(C)c(C(C)=O)c(C(C)=O)c2C)cc1
    -7, 5, -1, -3, 11, -11, -1, -3, 0, 6
CCC(C)(C)c1ccc(OCC(=O)N(C)C)c(C(C)(C)CC)c1
    -4, -12, ·, -3, 6, -6, -13, 2, 3, 1
C=CCn1c(Cn2c(-c3cnccn3)nc3ccccc32)nc2ccccc21
    -1, -15, ·, -4, -6, 4, 1, 1, 4, -3
CCC(=O)N1CCc2cc(Br)c(S(=O)(=O)CCC(=O)NCCOC)cc21
    -3, -2, -1, 2, 1, 2, 0, -2, -3, 0
O=C(Nc1ccc(O)cc1)c1ccc(C(=O)c2ccccc2)o1
    -4, -3, 6, -1, 5, 0, 1, -2, -1, -1
Nc1nonc1-c1nc2ccccc2n1Cc1ccc(Cl)cc1
    0, 1, -5, 5, 1, 3, -3, 5, 4, 3
CCN(CCn1cccn1)C(=O)CC1C(=O)NCCN1Cc1cccc(OC)c1OC (stereo not given)
    3, -1, 2, -2, 2, -2, -5, 1, 3, 8
COC[C@@H]1CCCN1c1ccc2c(c1)O[C@H](COCc1ccccc1)CN([C@H](C)c1ccccc1)S2(=O)=O
    3, 0, ·, 13, -3, 9, 0, 9, 2, 7
COc1cccc(C(=O)NC2CC3CCCC(C2)N3Cc2ccc(F)cc2)c1 (stereo not given)
    -3, -7, 1, -5, 1, 0, -2, 0, -5, -5
CC[C@]12c3[nH]c4ccc(OC)cc4c3CCN1C(=O)C(CC(=O)NC/C=C(\C)CCC=C(C)C)C[C@@H]2C(=O)N1CCN(C(=O)C2CC2)CC1 (stereo not given in full)
    -2, -3, -8, -2, -7, 3, 0, 0, 0, 3
Cc1cccc(CN2C(=O)N/C(=C/c3cc(C)n(-c4ccccn4)c3C)C2=O)c1
    0, -6, -16, -10, 5, 7, -1, 0, 1, 9
COc1ccc(N2CCN(c3ccc(N4C(=O)COCC4=O)cc3[N+](=O)[O-])CC2)cc1
    -3, -3, -1, -2, 5, 6, -1, -3, 1, 8
NCCSC1CC(=O)N(c2ccc(F)cc2)C1=O (stereo not given)
    7, 3, 0, 9, 1, 0, 2, 3, 19, 0
COc1ccc(C(=O)N2CCC(C)(C(=O)O)C2)c(OC)c1 (stereo not given)
    0, 3, ·, 1, -3, 2, 7, 0, 0, 0
Fc1ccc(NC(=S)NCc2ccccn2)cc1
    -7, -3, 4, 0, 1, 2, -2, 1, 3, 6
CCOc1ccc(-c2nnc3sc(COc4ccc(Cl)cc4)nn23)cc1
    -5, -4, -14, -2, 0, -2, 7, -4, -4, -2
C=CC[C@H](CC(=O)N(CCO)Cc1ccccc1)C(=O)N[C@H](COC(=O)[C@@H](CC=C)CC(=O)OC(C)(C)C)Cc1ccccc1
    3, 0, -19, -11, 1, -5, -14, -1, -2, -1
CCCc1ccc(OCCNC(=O)C2CCCCC2)cc1
    1, 3, 2, 4, -4, -3, 1, 1, 1, -1
COc1ccc(C(=O)CSc2nnc(-c3cccs3)o2)cc1OC
    6, 0, ·, 7, ·, -2, 8, 13, 1, -5
COc1ccc(NC(=S)N(CCCN2CCCCC2)Cc2cccs2)cc1
    0, -4, -1, -8, 0, -6, 8, -4, -4, 0
Cc1ccc(-c2nnc(NCc3ccccc3)c3ccccc23)cc1
    -3, 4, -7, 5, -3, 3, -38, 1, -1, -1
COc1ccc(-c2c(-c3ccc(S(C)(=O)=O)cc3)sc3ccc(OC)cc23)cc1
    -2, -2, -39, 6, 5, 8, -20, 1, 0, -10

A portion of the library, so the mix of outcomes need not match the whole.
